FBW7 activator: activators of human E3 ligase FBW7; Q969H0; 650,000 compounds, 0.13% hits; normalized activity (activation), % at 26.1 µM; AlphaScreen FBW7–phospho-cyclin E peptide binding, activator screen; in the data active = normalized activity above about 1.9%;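 note: purified mutant Fbw7 with reduced substrate affinity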
MITF primary: blocks human microphthalmia-associated transcription factor; AlphaScreen MITF homodimerization, bead proximity signal; inhibition, % at 2.6 µM; 650,000 compounds, 0.91% hits; AID 1259374; in the data active = inhibition above about 50%;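 note: 0% = vehicle wells with protein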
Target sequence (O75030 whole entry, looked up): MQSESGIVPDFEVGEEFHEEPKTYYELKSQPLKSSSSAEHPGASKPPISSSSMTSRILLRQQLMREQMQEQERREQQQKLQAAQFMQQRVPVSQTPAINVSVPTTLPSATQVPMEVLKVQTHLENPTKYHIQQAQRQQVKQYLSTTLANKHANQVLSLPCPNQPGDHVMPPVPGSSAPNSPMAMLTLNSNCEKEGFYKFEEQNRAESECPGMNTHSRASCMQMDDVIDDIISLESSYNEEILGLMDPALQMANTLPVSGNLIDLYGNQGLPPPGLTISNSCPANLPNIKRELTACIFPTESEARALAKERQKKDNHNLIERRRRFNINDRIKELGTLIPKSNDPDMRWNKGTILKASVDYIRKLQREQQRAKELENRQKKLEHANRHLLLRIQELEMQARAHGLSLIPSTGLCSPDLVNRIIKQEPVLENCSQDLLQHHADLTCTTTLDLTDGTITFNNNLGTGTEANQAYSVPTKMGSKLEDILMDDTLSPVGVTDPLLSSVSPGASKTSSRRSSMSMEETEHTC
TEAD-YAP block: TEAD-YAP interaction inhibition. HEK-TIYL cells, TEAD-Gal4/YAP UAS-luciferase luminescence. inhibition, % at 9.12 µM. 640,000 compounds, 1.4% hits. AID 1259422; in the data active = inhibition above about 32%;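 note: 0% = median of test compound wells and 100% = reference inhibitor wells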
GPR151 ag: activators of human GPR151; Q8TDV0; PathHunter beta-arrestin GPR151 cells, luminescence; activation, % at 11.2 µM; 650,000 compounds, 1% hits; AID 1508602; in the data active = activation above about 4.9%;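 note: 0% = median of compound wells and 100% = cells with positive control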
Target sequence (Q8TDV0 whole entry, looked up): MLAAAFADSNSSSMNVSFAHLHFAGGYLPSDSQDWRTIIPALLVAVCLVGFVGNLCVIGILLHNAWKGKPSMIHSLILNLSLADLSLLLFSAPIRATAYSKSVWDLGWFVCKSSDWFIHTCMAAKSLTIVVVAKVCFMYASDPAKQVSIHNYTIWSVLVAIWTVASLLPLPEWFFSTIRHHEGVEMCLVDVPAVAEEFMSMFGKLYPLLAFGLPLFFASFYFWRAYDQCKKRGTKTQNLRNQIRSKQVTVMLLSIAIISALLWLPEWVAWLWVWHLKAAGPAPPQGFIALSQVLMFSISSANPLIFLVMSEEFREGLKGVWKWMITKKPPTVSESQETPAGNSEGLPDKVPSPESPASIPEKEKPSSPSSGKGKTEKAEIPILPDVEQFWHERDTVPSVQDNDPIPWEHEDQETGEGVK
The depositor's hits bear a star; nt = no result given.

SMILES	FBW7 activator	MITF primary	TEAD-YAP block	GPR151 ag
CC1=C(C(=O)Nc2ccc(C)cc2)C(c2cccc([N+](=O)[O-])c2)n2ncnc2N1 (stereo not given)	0.1	7	8	0.4
CC1(C)CC(=O)C(C(C2=C(O)CC(C)(C)CC2=O)c2ccc(O)cc2O)=C(O)C1	-0.2	-7	20	-0.8
Cn1c(NC(=O)c2cc(Cl)ccc2Cl)cc(=O)n(C)c1=O	-0.3	-8	-2	0.9
CN(C)c1ccc(/C=N/c2nnc(NC(=O)c3ccccc3Br)s2)cc1	0.0	-4	6	-0.7
CC(=O)Nc1nonc1NC(=O)c1ccc(F)cc1	0.3	2	5	1.1
Cc1cccc(N2C(=O)NC3CC2(C)Oc2ccccc23)c1C (stereo not given)	0.1	7	7	1.1
Cc1cc(NCCCN2CCCC2=O)nc(-c2ccccc2)n1	0.1	3	-31	0.4
COc1ccc(-c2csc3ncc(C(=O)NCC(C)(C)C)c(=O)n23)cc1	0.5	7	-9	0.6

Other entries.
SMILES	FBW7 activator	MITF primary	TEAD-YAP block	GPR151 ag
CC(NC(=O)CN(C)C1CCN(C)CC1)c1ccccc1 (stereo not given)	-0.3	59*	0	1.8
COc1ccc(CN/C=C/C(=O)c2ccc(C)cc2)cc1	0.2	0	0	1.5
CCOC(=O)c1sc(NC(=O)/C=C/c2ccc(C(C)C)cc2)c(C(=O)OCC)c1C	0.1	7	20	0.5
CCOC(=O)c1ccc(-n2c(C)cc(/C=N/NC(N)=S)c2C)cc1	0.9	17	5	-1.2
O=C(Nc1nc2c(F)cccc2s1)c1cccs1	0.0	-6	-43	-3.8
CC(=O)c1sc(NC(=O)c2ccoc2C)nc1C	0.3	21	-17	-8.7
C=CCn1c(COc2ccc(Cl)c3cccnc23)nnc1SCC(=O)c1ccc(F)cc1	0.0	-2	7	-1.6
CCC(=O)NC(=S)Nc1ccc(C(=O)OC)cc1	0.0	7	0	-0.8

Next structures
SMILES	FBW7 activator	MITF primary	TEAD-YAP block	GPR151 ag
CCOC(=O)C1(CC)NC(c2ccc(O)cc2)C2C(=O)N(C)C(=O)C21 (stereo not given)	1.6	5	-2	-0.3
Cc1ccc(S(=O)(=O)Nc2nc3ccccc3nc2Nc2cccc(C(=O)O)c2)cc1	0.0	-26	11	0.9
Cc1[nH]c2ccccc2c1CCNC(=O)NS(=O)(=O)Oc1ccc(Cl)cc1	0.1	-28	-1	-0.1
COC(=O)CCC(=O)Nc1cc(Cl)ccc1Cl	0.1	0	-1	1.7
COc1cc(CN2CCc3c(nc(N4CCCC(C)C4)[nH]c3=O)C2)ccc1O (stereo not given)	-0.1	4	-9	0.2
COc1ccc(N2CCN(C(=O)CCCC3=NS(=O)(=O)c4ccccc4N3)CC2)cc1	0.1	0	10	-0.6
O=C(NCCCO)c1cc2ccccc2[nH]1	-0.2	-15	2	-2.0
Cc1ccc(C(=O)OCC(=O)N2CC(=O)Nc3ccccc32)cc1NC(=O)c1ccco1	0.0	-5	-12	-2.6

(cont.)
SMILES	FBW7 activator	MITF primary	TEAD-YAP block	GPR151 ag
CCSc1nnc(NC(=O)c2cc(Cl)c(OC)c(Cl)c2)s1	0.1	-1	-3	0.3
CC(C)C(NS(=O)(=O)c1ccc([N+](=O)[O-])cc1)C(C)C	-0.2	-2	-5	2.2
Cc1cccc(NC(=S)Nc2cccc(S(=O)(=O)N(C)C)c2)c1C	0.0	0	2	0.2
Cc1ccc(NC(=O)NC(=O)c2ccccc2)c(Br)c1	0.0	0	-23	-1.1
CCCCN(C)C(=O)CCNS(=O)(=O)c1ccc(Br)cc1	0.3	12	5	-1.7
C=CCNC(=O)c1cc(-c2ccccc2)on1	-0.2	10	-116	2.2
O=C(CCCCCN1C(=O)C2C3C=CC(C3)C2C1=O)Nc1nccs1 (stereo not given)	0.6	9	8	0.1
COc1ccccc1-c1nnc(SCCN2CCCC2)n1C	0.0	8	3	0.6

Later entries:
SMILES	FBW7 activator	MITF primary	TEAD-YAP block	GPR151 ag
CN(C)C(=O)C1C2NC(=S)N(c3ccccc3)C1(C)Oc1ccccc12 (stereo not given)	-0.1	6	10	0.0
CC(C)N(C(=O)c1ccccc1[N+](=O)[O-])C(C)C	0.0	6	3	-0.2
COc1cc(O)ccc1CN1CCC2(CC1)CC2C(=O)Nc1cc(C)cc(C)c1 (stereo not given)	0.7	7	4	0.5
O=C(NCc1ccco1)c1cc(-c2ccc(Br)cc2)on1	-0.1	-3	-14	-0.6
O=C1Nc2ccccc2Oc2cc([N+](=O)[O-])cc(Oc3ccc(Br)cc3Br)c21	0.0	0	15	0.1
CC(C)CC(NC(=O)c1cccnc1)c1nnc2n1CCN(Cc1cccs1)CC2 (stereo not given)	0.1	4	7	-1.0
COc1ccc(-c2cc(C(F)(F)F)n3nc(C(=O)Nc4cc(C(F)(F)F)ccc4Cl)c(Cl)c3n2)cc1OC	-0.1	3	-2	0.4
CC12CC3CC(C)(C1)CC(NC(=O)c1ccc(Cl)cc1Cl)(C3)C2	0.1	7	5	0.6

A second format for some results above:
Compound: Cc1[nH]c2ccccc2c1CCNC(=O)NS(=O)(=O)Oc1ccc(Cl)cc1
  FBW7 activator: 0.1
  MITF primary: -28
  TEAD-YAP block: -1
  GPR151 ag: -0.1
Compound: CCC(=O)NC(=S)Nc1ccc(C(=O)OC)cc1
  FBW7 activator: 0.0
  MITF primary: 7
  TEAD-YAP block: 0
  GPR151 ag: -0.8
Compound: O=C(CCCCCN1C(=O)C2C3C=CC(C3)C2C1=O)Nc1nccs1 (stereo not given)
  FBW7 activator: 0.6
  MITF primary: 9
  TEAD-YAP block: 8
  GPR151 ag: 0.1
Compound: CCOC(=O)c1sc(NC(=O)/C=C/c2ccc(C(C)C)cc2)c(C(=O)OCC)c1C
  FBW7 activator: 0.1
  MITF primary: 7
  TEAD-YAP block: 20
  GPR151 ag: 0.5

(listing goes on)
SMILES	FBW7 activator	MITF primary	TEAD-YAP block	GPR151 ag
O=C(O)CCCCn1c(SCC(=O)Nc2nccs2)nc2ccsc2c1=O	0.4	-2	8	-0.7
Oc1ccc(Nc2nc(-c3ccc(O)cc3O)cs2)cc1	-0.3	-2	-48	0.4
Cc1cc(C(=O)O)c2c(C)nn(-c3ccccc3Cl)c2n1	0.0	-2	7	1.2
Cc1nnc(N/N=C/c2c(O)ccc3ccccc23)[nH]c1=O	-0.1	-18	89*	-0.1
CC1=C(CC(=O)O)C(=O)NC(C)N1 (stereo not given)	-0.1	11	4	0.2
CS(=O)(=O)N(Cc1cc2ccccc2[nH]c1=O)c1ccccc1	-0.1	5	0	2.7
CCCCC(=O)Nc1scc(-c2ccc(OC)cc2)c1C(=O)O	0.1	-4	-1	-0.8
Cc1nn(-c2ccccc2)nc1CNS(=O)(=O)c1ccc2c(c1)OCCCO2	0.0	-2	6	1.7

(further entries)
SMILES	FBW7 activator	MITF primary	TEAD-YAP block	GPR151 ag
CC12CCC(C(=O)N3CCCc4ccccc43)(CC1=O)C2(C)C (stereo not given)	-0.1	-4	0	1.4
CCOC(=O)C(C)Sc1nnc(NC(=O)CCCl)s1 (stereo not given)	3.4*	21	0	1.3
COC(=O)NC(=O)/C=C/c1ccccc1	-0.1	5	-3	-0.5
COc1ccc(CCNc2cc(-c3ccc(OC)nc3)ncn2)cc1	0.1	6	11	5.2*
Cc1cc(=O)[nH]c(SCC(=O)Nc2cc(C(F)(F)F)ccc2Cl)n1	0.2	4	-7	-1.0
Fc1nc(F)c(Cl)c(-n2cccc2)c1F	-0.1	0	2	1.2
CCOC(=O)C1=C(C)N=c2s/c(=C\c3ccc(OC)c(I)c3)c(=O)n2C1c1ccccc1 (stereo not given)	1.1	13	-1	-1.0
O=C(Nc1ccccc1C(F)(F)F)N1CCCC(O)C1 (stereo not given)	0.0	1	0	1.8

Following part
SMILES	FBW7 activator	MITF primary	TEAD-YAP block	GPR151 ag
Cn1c(=O)c2c(ncn2CC(=O)N2c3ccccc3Sc3ccccc32)n(C)c1=O	0.2	13	4	1.6
O=C1c2ccccc2C(O)(Cc2ccccc2)N1CC1CCCO1 (stereo not given)	0.7	4	-2	4.4
O=C(NCc1ccccc1)c1cc(-c2ccc3c(c2)OCCO3)on1	-0.1	12	-13	0.5
O=C(CN1CCCCC1)NN(Cc1ccccc1)c1ccccc1	-0.1	32	3	-0.6
Cc1ccc(Nc2ncnc3[nH]ncc23)cc1	0.4	25	-20	1.0
c1ccc(Nc2ccnc(Nc3nccc4ccccc34)n2)cc1	-0.1	-3	-23	2.5
COCCNC(=O)CCC1(Cc2ccc(F)cc2)CCC(=O)N1 (stereo not given)	-0.1	2	0	-0.3
O=C(CSCc1cccc2ccccc12)Nc1ccc2ccccc2c1	-0.1	3	-1	2.6

Next results.
SMILES	FBW7 activator	MITF primary	TEAD-YAP block	GPR151 ag
CCCCc1ccc(C2=N/C(=C/c3cc(Br)c(OC(C)=O)c(OC)c3)C(=O)O2)cc1	0.0	-4	3	3.0
O=C(NC1CCS(=O)(=O)C1)c1ccccc1Br (stereo not given)	0.0	51*	-5	0.6
CC(C)CNC(=O)CCc1ccc(S(=O)(=O)NC(C)c2ccccc2)cc1 (stereo not given)	0.0	3	-1	0.4
COc1ccccc1NC(=O)c1ccc2c(c1)C(=O)N(C1CCCCC1)C2=O	-0.1	4	-5	2.2
CCOC(=O)Nc1cccc2nsnc12	-0.1	-3	-9	-0.7
CCOC(=O)c1ccc[n+](CCON2C(=O)c3ccccc3C2=O)c1	0.0	2	-3	-1.5
CC1CC(=O)c2cnc(N3CCOCC3)nc2C1 (stereo not given)	-0.1	-3	-13	0.7
CCc1ccc(N(C(=O)Nc2ccccc2C)C2=NCCC2)cc1	0.1	-4	-5	1.0

(next part)
SMILES	FBW7 activator	MITF primary	TEAD-YAP block	GPR151 ag
CC(C)(C)c1ccc2c(c1)C1c3ccc(C(C)(C)C)cc3C2C2C(=O)N(c3cccc(Cl)c3)C(=O)C12 (stereo not given)	0.1	9	2	-0.6
CCOc1cc(C=O)cc(I)c1OC(=O)c1ccccc1[N+](=O)[O-]	0.6	13	3	-0.8
Cc1ccc(C2=N/C(=C/c3ccc(Cl)cc3)C(=O)O2)cc1[N+](=O)[O-]	0.0	-2	-7	-0.2
Cc1ccc(NS(=O)(=O)c2cn(C)c(=O)n(C)c2=O)c(C)c1	-0.1	-7	0	-0.4
COc1ccccc1OCC(=O)NNC(=O)Cc1cccs1	0.2	15	-5	-1.4
O=C(CNC(=O)c1cccs1)NCc1ccco1	0.3	13	6	-0.1
c1ccc(Nc2nc(-c3cc4ccccc4o3)cs2)cc1	0.0	7	-72	0.7
C[C@@H](O)CCC[C@H](O)/C=C/[C@@H]1[C@@H](C/C=C\CCCC(=O)O)[C@@H](O)C[C@H]1O	nt	2	nt	-1.0

The list continues:
SMILES	FBW7 activator	MITF primary	TEAD-YAP block	GPR151 ag
Cn1ccsc1=NC(=O)c1cccc(S(=O)(=O)N2CCCCC2)c1	0.0	-9	5	-0.6
COc1ccc(/C=N/n2cnc3c([nH]c4ccc(F)cc43)c2=O)cc1	0.6	15	-1	-0.6
COC(=O)c1ccc(C(=O)OC)c(NC(=O)Nc2cc(OC)ccc2OC)c1	0.2	9	7	0.6
COCCNC(=O)C(OC(=O)c1cc2oc(C)cc2n1C)C(C)C (stereo not given)	-0.3	25	9	2.9
CCOC(=O)C1CCN(C(=O)c2ccc(CNC(=O)c3cc(OC)c(OC)c(OC)c3)cc2)CC1	0.0	4	7	0.5
CN1CCN(c2ccc(-c3cccc(C(=O)NC4CCN(Cc5ccccc5)CC4)n3)cc2)CC1	-0.2	-10	-2	0.1
O=C(NCCNc1ccc([N+](=O)[O-])cc1)c1ccccc1Br	0.0	-11	3	0.1
COc1ccc(-c2noc(-c3nnn(-c4ccc(F)c(Cl)c4)c3N)n2)cc1	0.0	9	2	-0.5

A portion from further up, as a working copy:
SMILES	FBW7 activator	MITF primary	TEAD-YAP block	GPR151 ag
O=C(NCCNc1ccc([N+](=O)[O-])cc1)c1ccccc1Br	0.0	-11	3	0.1
COc1ccc(-c2noc(-c3nnn(-c4ccc(F)c(Cl)c4)c3N)n2)cc1	0.0	9	2	-0.5

(continued)
SMILES	FBW7 activator	MITF primary	TEAD-YAP block	GPR151 ag
CNC(=O)CNS(=O)(=O)c1ccc(I)cc1	-0.1	7	7	0.4
O=C(CSc1nc2ccccc2c(=O)n1CCC1=CCCCC1)Nc1cccc(C(F)(F)F)c1	0.1	-12	-5	2.1
CCOC(=O)c1ccc(Nc2nc3cccnc3s2)cc1	0.0	-5	-85	-1.2
Cc1sc(NC(=O)c2ccc(S(=O)(=O)N(C)C3CCCCC3)cc2)c(C#N)c1C	0.5	-7	-4	-0.9
COc1ccc(NC(=O)CN2CCCCC2)c([N+](=O)[O-])c1	-0.3	1	-22	0.2
O=C(CSc1nnc(-c2cccs2)o1)c1ccc(F)c(F)c1	-0.2	0	14	2.2
C=CCNS(=O)(=O)c1ccc(NC(=O)c2ccc(C(C)(C)C)cc2)cc1	-0.1	0	-1	0.7
CCOC(=O)c1[nH]c(COC(C)=O)c(CC)c1C	-0.1	3	3	-0.1
O=C(NCc1cccs1)c1nn2cccnc2c1Cl	-0.1	-6	-16	0.6

High-throughput results from PubChem.
